# From PubChem
# PolyA inhibitor: inhibitors of polyadenylation in S. cerevisiae; S. cerevisiae SKY197-pL101 polyadenylation reporter, beta-gal luminescence; efflux-impaired pdr1/pdr3 knockout yeast; score 100 = 6 SD above DMSO; calls only at 12 µM; 0.02% of 300,000 active;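 active means lowest replicate activity score at least 50, where 100 means six control SD above control mean; inconclusive means lowest score under 50 but half or more replicates reach 50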;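 further: yeast exposed to compound for 9 h at 30 °C; higher score means more reporter readthrough which indicates perturbed polyadenylation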
# TRPC6 activator: activates the mouse TRPC6 cation channel; B-score at 10 µM; 0.13% of 310,000 active; HEK293-TRPC6 membrane potential dye fluorescence; hits give high values; AID 2550;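 active means B-score of the integrated fluorescence ratio above library mean plus 3 SD, and starting fluorescence ratio within library mean plus 5 SD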;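 further: higher score means more depolarization so channel activation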
# Target sequence (Q61143 whole entry, looked up): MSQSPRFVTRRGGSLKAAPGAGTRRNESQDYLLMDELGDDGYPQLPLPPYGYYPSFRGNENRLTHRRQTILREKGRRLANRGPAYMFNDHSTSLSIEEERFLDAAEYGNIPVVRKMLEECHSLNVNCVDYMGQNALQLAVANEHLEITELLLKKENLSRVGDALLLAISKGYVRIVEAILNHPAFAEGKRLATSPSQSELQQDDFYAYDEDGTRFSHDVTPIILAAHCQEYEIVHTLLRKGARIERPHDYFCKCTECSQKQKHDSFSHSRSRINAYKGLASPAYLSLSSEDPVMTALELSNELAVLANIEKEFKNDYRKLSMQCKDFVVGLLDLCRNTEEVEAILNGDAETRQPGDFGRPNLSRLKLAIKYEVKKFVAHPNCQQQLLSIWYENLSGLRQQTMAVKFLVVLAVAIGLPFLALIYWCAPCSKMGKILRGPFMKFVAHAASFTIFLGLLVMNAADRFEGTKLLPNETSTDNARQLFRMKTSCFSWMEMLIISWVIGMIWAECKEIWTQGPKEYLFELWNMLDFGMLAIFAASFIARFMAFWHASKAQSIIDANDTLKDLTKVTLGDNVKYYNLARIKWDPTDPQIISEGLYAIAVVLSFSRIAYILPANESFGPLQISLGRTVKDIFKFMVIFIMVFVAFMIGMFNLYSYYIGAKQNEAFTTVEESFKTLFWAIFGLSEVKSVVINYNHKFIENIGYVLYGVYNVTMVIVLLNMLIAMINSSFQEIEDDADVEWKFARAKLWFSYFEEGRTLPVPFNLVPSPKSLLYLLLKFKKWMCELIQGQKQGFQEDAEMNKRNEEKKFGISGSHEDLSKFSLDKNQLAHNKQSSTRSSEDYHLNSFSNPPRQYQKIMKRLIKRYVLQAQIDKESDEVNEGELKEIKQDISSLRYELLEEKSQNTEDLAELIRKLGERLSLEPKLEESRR
# TRPC6 inh: mouse TRPC6 channel inhibition. Q61143. HEK293-TRPC6, membrane potential dye, ACh-evoked depolarization; hits give low values. B-score at 10 µM. 1.1% of 310,000 active. AID 2553;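 active means B-score under library mean minus 3 SD, initial fluorescence not abnormally high, positive integrated signal ratio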;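 further: B-score derived from integrated fluorescence ratio over the kinetic read; more negative B-score means stronger inhibition of depolarization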
# MrgX1 antag: antagonists of human MrgX1 receptor; Q96LB2; MRGX1-HEK293 calcium flux, Fluo-4, BAM8-22 antagonism; hits give low values; B-score at 10 µM; 1.3% of 310,000 active; AID 588676;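 active means calcium-response B-score plate-corrected more than 3 library SD below zero, starting fluorescence within 5 deviations, no agonist response on first addition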;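 further: peak minus trough fluorescence over baseline after final BAM8-22 challenge near maximal dose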
# TRPC4 block: TRPC4 (mouse) channel inhibition | Q9QUQ5 | 0.39% of 300,000 active | B-score at 10 µM | HEK293 TRPC4beta/mu-opioid, DAMGO-evoked Fluo4 calcium flux; hits give low values;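 active means B-score over 3 SD under the library average, no early fluorescence shift, positive overall ratio signal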
#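 Signal: kinetic Fluo4 fluorescence imaging of calcium influx. Material: stable TRPC4beta/mu-opioid receptor HEK293 cells. Probe or stimulus: DAMGO in two steps, submaximal then maximal.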
# AI-2 QS modul: modulators of Vibrio harveyi AI-2 quorum sensing system. Vibrio harveyi JMH597 AI-2 luminescence/OD600 ratio, 9 h; hits give low values; strain lacks LuxN and CqsS sensors; 0 = neutral-control median. activity change, % at 7.5 µM. 0.4% of 300,000 active. AID 2094; in the data active means activity change below about -75%, passing the limit was not always enough; inconclusive means no clear call, values can overlap the other calls;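 further: luminescence divided by OD600 gain over 9 h not by final OD600 alone; inactives centre near 13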
# TRPC4 act: TRPC4 (mouse) channel activation; Q9QUQ5; HEK293 TRPC4beta/mu-opioid, Fluo4 calcium fluorescence; hits give high values; B-score at 10 µM; 0.49% of 310,000 active; AID 2237;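 active means B-score above 5 SD of library B-scores, and initial fluorescence ratio not above library mean plus 5 SD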;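 further: positive B-score marks a calcium rise read as TRPC4 activation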
#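 System – HEK293 cells stably co-expressing mouse TRPC4beta and mu-opioid receptor · Signal – Fluo4 calcium-sensitive dye fluorescence, kinetic, 1 Hz baseline · Benchmarks – buffer (low) and maximal DAMGO (high) · Read-out – B score of integrated fluorescence ratio per well · Incubation – dye loading 45 min room temperature, 110 s kinetic read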
# TRPC4 potent: TRPC4 (mouse) allosteric potentiation. 0.42% of 310,000 active. HEK293 TRPC4beta/mu-opioid, DAMGO EC20, Fluo-4 Ca2+ flux; hits give high values. B-score at 10 µM. Q9QUQ5;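 active means B-score of calcium response area above 5 SD of library B-scores, with initial fluorescence ratio within 5 SD of library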;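 further: B-score of integrated fluorescence ratio over time as area under calcium response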
# MrgX1 agonist: human MrgX1 receptor agonism, primary screen; AID 588627; 0.44% of 310,000 active; MrgX1-HEK293 cells, Fluo-4 calcium fluorescence, agonist mode; hits give high values; Q96LB2; B-score at 10 µM;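 active means calcium response B-score plate-corrected fluorescence ratio at least 3 library SD, with starting fluorescence B-score inside 5 SD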
#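 Material: HEK293 cells stably expressing human MrgX1 receptor | Quantity: 15,000 cells per well | Times: Cells plated overnight, dye loaded 0.5 h 37 °C, 0.5 h room temperature | Measured by: Kinetic Fluo-4 NW fluorescence of intracellular calcium | Control set: Positive and negative controls per plate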
# HIF activator: HIF pathway transcriptional activation; 0.32% of 300,000 active; activation, % at 7.5 µM (by protocol); AID 1910; U2OS HRE-luciferase reporter, luminescence; normalized: DMSO 0%, desferrioxamine 100%;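 active means mean activation of at least 10% of the iron chelator positive control signal, with at least half of replicates also reaching 10%; inconclusive means mean and replicate majority disagree about reaching 10%; inactive means mean and most replicates under 10%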
# MrgX1 allo act: human MrgX1 positive allosteric modulation, primary screen; 0.63% of 310,000 active; B-score at 10 µM; Q96LB2; AID 588675; MrgX1-HEK293, Fluo-4 calcium flux, FDSS; hits give high values;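 active means plate-corrected calcium response at least 3 library SD above typical, normal starting fluorescence, not activating the receptor alone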;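 further: compound read alongside a low EC10 to EC30 dose of BAM8-22 agonist; peak minus trough fluorescence over baseline measured at the second addition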
# The depositor's hits bear a star; i = inactive; ? = inconclusive; · = no result given. Not all compounds are listed; count on the stated rates, not on these rows.
SMILES,PolyA inhibitor,TRPC6 activator,TRPC6 inh,MrgX1 antag,TRPC4 block,AI-2 QS modul,TRPC4 act,TRPC4 potent,MrgX1 agonist,HIF activator,MrgX1 allo act
O=C(c1cccc(F)c1)N1CCN(C2CCCCC2)CC1,i,i,i,i,i,17,i,i,i,0.6,i
CCCn1nnnc1NCc1ccc(OC)cc1,i,i,i,i,i,13,i,i,i,1.2,i
COc1ccc(N=N/C(=C\O)C(=O)c2cccs2)cc1,i,i,i,i,i,-24,i,i,i,3.2,i
Fc1ccc(/C=N\Nc2cccc(F)c2)cc1,i,i,i,i,i,6,i,i,i,-0.9,i
O=C(CCCn1ncn2c(cc3occc32)c1=O)N1CCc2ccccc2C1,i,i,i,i,i,23,i,i,i,-0.3,i
COc1ccccc1C(=O)N1CCN(C(=O)COc2cccc(C)c2)CC1,i,i,i,i,i,9,i,i,i,-0.3,i
O=C(CCN1C(=O)/C(=C/C=C/c2ccccc2)SC1=S)Nc1cccnc1,i,i,i,i,i,-7,i,i,i,0.9,i
O=c1c2c3c(sc2nc2n1CCCCC2)CCC3,i,i,i,i,i,2,i,i,i,0.7,i
O=C(COC(=O)c1nc(Cl)ccc1Cl)NCc1ccccc1,i,i,i,i,i,10,i,i,i,-0.2,i
CC(=O)N1CCOc2ccc(S(=O)(=O)N(C)c3cccc(C)c3)cc21,i,i,i,i,i,-50,i,i,i,-0.2,i
c1ccc(-c2ccc(-c3nc(-c4ccccn4)no3)cc2)cc1,i,i,i,i,i,0,i,i,i,·,i
Clc1ccc(Nc2ccc(Cl)nn2)cc1,i,i,i,i,i,25,i,i,i,1.0,i
CC(NC(=O)CSc1ccccc1)c1ccccc1 (stereo unspecified),i,i,i,i,i,11,i,i,i,-2.8,i
Nc1ccc(SC(F)(F)F)cc1C(=O)c1ccccc1,i,i,i,i,i,-2,i,i,i,0.2,i
O=c1cc(CSc2nnc(COc3ccccc3)o2)c2ccccc2[nH]1,i,i,i,i,i,26,i,i,i,-0.2,i
COc1cc(C2C(C#N)=C(N)N(N(C)C)C3=C2C(=O)CCC3)cc(OC)c1OC (stereo unspecified),i,i,i,i,i,-3,i,i,i,0.0,i
CCC(Oc1ccccc1)C(=O)N1CC(C)CC(C)C1 (stereo unspecified),i,i,i,i,i,10,i,i,i,-0.4,i
O=C(CCC(=O)OCC(=O)c1cccc([N+](=O)[O-])c1)NC1CCCCC1,i,i,i,i,i,27,i,i,i,0.1,i
CC(=O)Oc1ccccc1-c1nc(/C=C/c2ccccc2)no1,i,i,i,i,i,14,i,i,i,1.5,i
CC(=O)c1ccc2noc(-c3ccc(F)cc3)c2c1,i,i,i,i,i,2,i,i,i,0.7,i
O=C1CCC(C(=O)N2CCSCC2)CN1CCc1cccc(F)c1 (stereo unspecified),i,i,i,i,i,10,i,i,i,1.0,i
CCNC(=S)N(CCN(C)C)Cc1cc2cc3c(cc2[nH]c1=O)OCO3,i,i,i,i,i,1,i,i,i,-27,i
O=c1c2c3c(sc2nc2n1N=C(c1cccs1)CS2)CCCC3,i,i,i,i,i,32,i,i,i,1.2,i
Cc1nn2c(-c3cccc(NC(=O)CSc4nc5ccccc5o4)c3)nnc2c2ccccc12,i,i,i,i,i,24,i,i,i,0.3,i
Cc1cccc(C(=O)c2c(N)sc3c2CCC(C)C3)c1 (stereo unspecified),i,i,i,i,i,17,i,i,i,-0.2,i
COCCOC(=O)c1c(C)oc2ccc(OC(=O)c3ccc4c(c3)OCO4)cc12,i,i,i,i,i,1,i,i,i,-0.7,i
CCCc1nn2c(=O)c(C(c3ccc(C)cc3)c3c(O)nc4sc(CCC)nn4c3=O)c(O)nc2s1,i,i,i,i,i,36,i,i,i,-0.2,i
CCOc1ccc(NC(=O)CN(C)C(=O)Cn2cnc3c2c(=O)n(C)c(=O)n3C)cc1OCC,i,i,i,i,i,16,i,i,i,0.3,i
CCOC(=O)N1CCC(N2Cc3cccc(C(=O)Nc4cccc(F)c4)c3C2=O)CC1,i,i,-9.2*,i,i,7,i,i,i,0.4,i
CN(Cc1nc2ccccc2n1C)C(=O)c1cccs1,i,i,i,i,i,34,i,i,i,-0.1,i

# Structures shown so far containing two or more sulfur atoms (3):
SMILES,PolyA inhibitor,TRPC6 activator,TRPC6 inh,MrgX1 antag,TRPC4 block,AI-2 QS modul,TRPC4 act,TRPC4 potent,MrgX1 agonist,HIF activator,MrgX1 allo act
O=C(CCN1C(=O)/C(=C/C=C/c2ccccc2)SC1=S)Nc1cccnc1,i,i,i,i,i,-7,i,i,i,0.9,i
O=c1c2c3c(sc2nc2n1N=C(c1cccs1)CS2)CCCC3,i,i,i,i,i,32,i,i,i,1.2,i
CCCc1nn2c(=O)c(C(c3ccc(C)cc3)c3c(O)nc4sc(CCC)nn4c3=O)c(O)nc2s1,i,i,i,i,i,36,i,i,i,-0.2,i

# The results go on.
SMILES,PolyA inhibitor,TRPC6 activator,TRPC6 inh,MrgX1 antag,TRPC4 block,AI-2 QS modul,TRPC4 act,TRPC4 potent,MrgX1 agonist,HIF activator,MrgX1 allo act
CCOC(=O)c1nnn2c3ccccc3c(=O)n(C)c12,i,i,i,i,i,13,i,i,i,0.4,i
COc1ccccc1OCc1nnc(SCC(=O)N2CCCC2)o1,i,i,i,i,i,27,i,i,i,-0.7,i
CCOC(=O)C1=C(C)OC(N)=C(C(=O)OCC)C1c1ccncc1 (stereo unspecified),i,i,i,i,i,11,i,i,i,0.2,i
Cn1cc(C(=O)Nc2ccc(C#N)cc2)c2ccccc2c1=O,i,i,i,i,i,10,i,i,i,0.3,i
COc1ccc(C(=O)C2CCCN(C(=O)c3cccc(Cn4cccn4)c3)C2)cc1F (stereo unspecified),i,i,i,i,i,19,i,i,i,-0.5,i
CC(=O)c1ccc(S(=O)(=O)N2CCN(C(C)=O)CC2)cc1,i,i,i,i,i,7,i,i,i,0.0,i
CCOc1ccc2nc(NC(=O)CN3CCC(n4nnc5cc(C(F)(F)F)ccc54)CC3)sc2c1,i,i,i,i,i,?,i,i,i,0.1,i
COc1ccc(NS(=O)(=O)c2ccc(C)c(C(=O)O)c2)cc1,i,i,i,i,i,19,i,i,i,0.2,i
O=C(O)CN1C(=O)SC(Nc2ccc(C(=O)O)cc2)C1=O (stereo unspecified),i,i,i,i,i,19,i,i,i,0.1,i
CCn1c(Cc2ccccc2)nnc1SCC(=O)Nc1ccccc1F,i,i,i,i,i,12,i,i,i,0.5,i
CN1CCN(NC(=O)c2cc(-c3ccccn3)nc3ccccc23)CC1,·,i,i,i,i,10,i,i,i,·,i
Cc1cccc2sc(NC(=O)C3CCN(C(=O)c4ccco4)CC3)nc12,i,i,i,i,i,8,i,i,i,1.1,i
COC(=O)c1cc(C(=O)c2ccc(C(C)(C)C)cc2)c[nH]1,i,i,i,i,i,-85*,i,10*,i,1.5,i
CCOCC(=O)N1CCc2ccccc21,i,i,i,i,i,-7,i,i,i,-0.2,i
CC(=O)N1CCC(C(=O)NCCOc2ccc(C)cc2)CC1,i,i,i,i,i,16,i,i,i,0.1,i
CCOc1ccc(/C(O)=C2/C(=O)C(=O)N(c3ccccn3)C2c2ccc(F)cc2)c(C)c1 (stereo unspecified),i,i,i,i,i,38,i,i,i,1.3,i
Cc1cc(C)nc(SCCC(=O)Nc2ccccc2Cl)n1,i,i,i,i,i,27,i,i,i,2.1,i
CC(C)(C)OC(=O)N[C@@H](Cc1ccccc1)C(=O)NCC1CCC(C(=O)N[C@@H](CCC(N)=O)C(=O)O)CC1 (stereo partly specified),i,i,i,i,i,33,i,i,i,-0.6,i
O=C1c2cccc3c(N4CCCCC4)ccc(c23)C(=O)N1c1ccccc1O,i,i,i,i,i,27,i,i,i,-1.1,i
C(=C\c1ccccn1)/c1ccncc1,i,i,i,i,i,23,i,i,i,-0.1,i
CN(C)C(=O)c1cccn(Cc2cccc(C(F)(F)F)c2)c1=O,i,i,i,i,i,20,i,i,i,-0.4,i
C/C=C/c1ccc(OCC(=O)NCc2ccccc2OC)c(OC)c1,i,i,i,i,·,39,i,i,i,-0.8,i
Cc1cc(C(=O)N/N=C/C=C/c2ccc([N+](=O)[O-])cc2)n[nH]1,i,i,i,i,i,51,i,i,i,0.0,i
COc1ccc2c(c1)c1ncn(CCN3CCCCC3)c(=O)c1n2C,i,i,i,i,i,21,i,i,i,0.5,i
COc1ccc(CCNC(=O)COC(=O)c2ccc(Br)o2)cc1OC,i,i,i,i,i,9,i,i,i,-0.4,i
Cc1cc(NC(=O)CS(=O)(=O)c2cn(C)c3ccccc23)no1,i,i,i,i,i,11,i,i,i,0.1,i
O=C(CSc1nc2c(sc3ccccc32)c(=O)n1CCCN1CCCC1)NCc1ccco1,i,i,i,i,i,13,i,i,i,0.8,i
Cc1cccc(Oc2ncc(-c3ccc(Cl)cc3)cn2)c1,i,i,i,i,i,15,i,i,i,0.2,i
CCOc1ccc(C(=O)OCn2nnc3ccccc3c2=O)cc1OC,i,i,i,-7.6*,i,38,i,i,i,0.1,i
C/C(=N\NC(=O)Cn1cc([N+](=O)[O-])cn1)c1ccc(O)cc1,i,i,i,i,i,5,i,i,i,-0.1,i
Cc1ccc(OCc2nnc(SCC(=O)Nc3ccc4c(c3)OCO4)n2C)cc1,i,i,i,i,i,21,i,i,i,0.0,i
CN1CCN(S(=O)(=O)c2ccc(N3CCN(c4ccc(O)cc4)CC3)c([N+](=O)[O-])c2)CC1,i,i,i,i,i,16,i,i,i,1.6,i
Cc1ccc(Oc2nc3ccccn3c(=O)c2/C=C(\C#N)C(=O)NC2CCS(=O)(=O)C2)cc1 (stereo unspecified),i,i,i,i,i,17,i,i,i,-0.4,i
Fc1ccc(-c2csc3ncnc(Nc4ccc(N5CCOCC5)cc4)c23)cc1,i,i,i,i,i,30,i,i,i,0.3,i
O=C(NC(=S)Nc1ccccc1N1CCCC1)c1ccc([N+](=O)[O-])cc1,i,i,i,i,i,27,i,i,i,0.3,i
CC1(C)CC(=O)c2cc(C(=O)NC3CCSC3=O)c(=O)n(-c3ccccc3)c2C1 (stereo unspecified),i,i,i,i,i,25,i,i,i,0.6,i
